From PubChem
Mdm2 MdmX PPI: inhibitors of human Mdm2/MdmX interaction; SaOS-2 split-luciferase Mdm2/MdmX complementation, luminescence; inhibition, % at 8 µM; 330,000 tested, 3% active; O15151+Q00987; AID 485346;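 active = inhibition of at least 50% at 8 µM in the primary screen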
Target sequence (O15151 whole entry, looked up): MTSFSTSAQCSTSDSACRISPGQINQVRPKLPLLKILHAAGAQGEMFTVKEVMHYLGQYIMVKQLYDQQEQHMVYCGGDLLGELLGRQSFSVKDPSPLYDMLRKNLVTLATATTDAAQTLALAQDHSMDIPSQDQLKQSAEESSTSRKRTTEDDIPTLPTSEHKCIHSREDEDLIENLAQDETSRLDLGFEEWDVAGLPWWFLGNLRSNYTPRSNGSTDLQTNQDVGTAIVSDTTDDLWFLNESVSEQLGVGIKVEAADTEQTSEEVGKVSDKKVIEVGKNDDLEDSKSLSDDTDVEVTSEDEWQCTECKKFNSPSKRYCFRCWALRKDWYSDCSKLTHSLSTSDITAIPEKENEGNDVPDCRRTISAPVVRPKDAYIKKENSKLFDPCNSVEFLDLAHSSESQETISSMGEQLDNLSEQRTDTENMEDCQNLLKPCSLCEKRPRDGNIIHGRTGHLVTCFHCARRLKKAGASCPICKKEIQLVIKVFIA
Target sequence (Q00987 whole entry, looked up): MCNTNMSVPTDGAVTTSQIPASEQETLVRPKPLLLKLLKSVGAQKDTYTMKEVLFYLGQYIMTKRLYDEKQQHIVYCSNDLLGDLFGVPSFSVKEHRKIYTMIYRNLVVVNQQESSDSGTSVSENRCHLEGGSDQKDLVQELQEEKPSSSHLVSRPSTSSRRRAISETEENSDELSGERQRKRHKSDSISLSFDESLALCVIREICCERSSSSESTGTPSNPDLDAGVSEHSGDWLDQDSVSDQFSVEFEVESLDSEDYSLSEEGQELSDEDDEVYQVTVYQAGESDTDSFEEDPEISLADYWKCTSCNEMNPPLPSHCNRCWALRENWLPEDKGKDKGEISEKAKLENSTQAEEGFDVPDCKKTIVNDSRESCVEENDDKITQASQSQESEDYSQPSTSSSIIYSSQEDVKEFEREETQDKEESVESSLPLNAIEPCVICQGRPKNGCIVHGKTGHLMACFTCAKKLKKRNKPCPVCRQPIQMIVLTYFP
Jurkat NFkB inh: inhibitors of the PMA/ionomycin-induced NF-kB reporter in Jurkat cells; PMA/ionomycin-induced NF-kB luciferase reporter, luminescence; inhibition, % at 4 µM; 330,000 tested, 0.53% active; in the data active = inhibition above about 50%
697 NFkB inh: lowers PMA/ionomycin-induced NF-kB signal in 697 B cells. 697 B-cell NF-kB luciferase reporter, 16 h. inhibition, % at 4 µM. 330,000 tested, 0.33% active. AID 435022; in the data active = inhibition above about 35%
TIM10 inh: inhibits growth of TIM10 yeast strain. S. cerevisiae TIM10 strain growth, BacTiter-Glo luminescence, 24 h. 330,000 tested, 1.4% active. inhibition, % at 10 µM;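 active = inhibition of 40% or more at the single tested concentration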;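 also: wild-type TIM10 isogenic control strain grown at permissive 25 °C; 0% = DMSO yeast wells and 100% = minimal medium wells without yeast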
UPR CHOP act: apoptotic UPR (CHOP) activation | CHO-CHOP luciferase reporter, luminescence; percent of tunicamycin response over DMSO baseline | activation, % at 10 µM | 330,000 tested, 0.34% active | AID 449763;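 active = at 10 µM dose, activation of 40% or more, normalized to positive control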;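 also: 100% = tunicamycin at 10 µg/mL and 0% = DMSO alone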
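Evaluation: % reporter activation, DMSO baseline versus tunicamycin full activation; System: CHO-CHOP luciferase reporter cell line; Input: 500 cells/well; Incubation: 6 h compound treatment, 37 °C; Measured by: Steady-Glo luciferase luminescence; Dosing: one dose, 10 µM in 0.5% DMSO; Buffer or medium: F12 medium, 10% FBS; Benchmarks: positive tunicamycin 10 µg/mL, negative DMSO alone.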
tim10-1 inh: inhibits growth of tim10-1 mutant yeast | inhibition, % at 20 µM | 330,000 tested, 2.2% active | S. cerevisiae tim10-1 ts strain growth, BacTiter-Glo, 24 h;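 active = inhibition of at least 40%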;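 also: mutant grown at 25 °C; 0% = DMSO wells with yeast and 100% = wells holding no yeast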
UPR XBP1 act: adaptive UPR (XBP1) activation; CHO-XBP1 luciferase reporter, IRE1-XBP1 UPR activation, luminescence; percent of tunicamycin response, DMSO as zero; activation, % at 20 µM; 330,000 tested, 0.33% active; AID 463104;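 active = versus positive control, 20 µM dose yields 30% or more activation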;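 also: 100% = tunicamycin at 10 µg/mL and 0% = DMSO only wells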
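Material: IRE1-XBP1 luciferase reporter CHO line / Quantity: one thousand reporter cells per well / Buffer or medium: F12 with 10% serum / Compound: 20 µM single concentration, DMSO 1% / Times: 6 h treatment, 37 °C / Detection: Steady-Glo luciferase glow luminescence, 10 min after reagent addition / Benchmarks: tunicamycin high, DMSO low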
tim23-1 inh: inhibits growth of tim23-1 mutant yeast; S. cerevisiae tim23-1 growth, BacTiter-Glo luminescence, 24 h; inhibition, % at 20 µM; 330,000 tested, 1.3% active; AID 463212;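 active = growth inhibition of the mutant yeast at or above 50%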;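 also: temperature-sensitive mutant grown at 25 °C; plate controls were DMSO-treated mutant yeast for no effect and medium wells lacking yeast for full effect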
* = called active by the depositor; . = not tested or not shown.

Value order – Mdm2 MdmX PPI | Jurkat NFkB inh | 697 NFkB inh | TIM10 inh | UPR CHOP act | tim10-1 inh | UPR XBP1 act | tim23-1 inh
O=C(C1CCN(Cc2ccccc2)CC1)N1CCN(C/C=C/c2ccccc2)CC1
 : 22 | 16 | 7 | -10 | -0.1 | 8 | -2 | 12
C=CC[N+]1(CC=C)CCOCC1
 : -3 | -8 | 0 | 0 | -1.3 | 10 | 1 | 0
CN(Cc1cn(-c2ccccc2)nc1-c1ccc(F)cc1)C(=O)CCC(=O)O
 : 2 | 12 | -12 | 9 | 1.9 | 9 | -2 | 6
O=C(O)c1cccc2c1C(=O)N(C1CCCCC1)C2
 : -6 | 5 | 13 | 18 | 1.0 | 23 | -1 | 30
CCCCNC(=NCc1cccc(C(F)(F)F)c1)Nc1ccccc1
 : 26 | -6 | -10 | 12 | -2.2 | -10 | 2 | 13
CCn1c(=NC(=O)COc2ccccc2)sc2cccc(F)c21
 : -33 | 4 | -16 | -21 | 1.3 | -9 | 2 | 2
COc1ccc(N(C)C(=O)c2onc3c2CCCC3)cc1
 : 8 | -7 | 0 | -8 | 2.3 | 4 | 1 | 4
O=C(Nc1cccc(C(=O)O)c1)/C(=C\c1ccccc1Cl)NC(=O)c1ccco1
 : 4 | -6 | -47 | 0 | -1.5 | -1 | -9 | -1
COc1ccccc1CN(C(=O)CNC(=O)c1ccco1)C(C(=O)NCC1CCCO1)c1ccccc1 (centres undefined)
 : 3 | 10 | 2 | 15 | 1.2 | 1 | -3 | 5
Cc1ccc(N(CC(=O)NCCSCc2ccco2)S(=O)(=O)c2ccc(C)cc2)cc1
 : -7 | -2 | 19 | 30 | -0.7 | 23 | -4 | -7
CCOC(=O)C(O)C1CCc2c([nH]c3ccc(C)cc23)C1=O (centres undefined)
 : -9 | -14 | 5 | 16 | 3.8 | 7 | 2 | 16
O=C(CSc1ccc2nnc(-c3cccnc3)n2n1)Nc1ccccc1
 : -8 | 21 | -32 | 15 | -0.7 | 5 | -2 | 8
COc1cccc(NC(=O)COC(=O)c2cc(=O)c3ccccc3o2)c1
 : -7 | 16 | 14 | -3 | 0.4 | -9 | -4 | -11
COc1ccc2[nH]c(C(=O)Nc3ccccc3Cl)cc2c1
 : 20 | -4 | -61 | 7 | 3.6 | 18 | 6 | 6
c1ccc(SCCOCCN2CCOCC2)cc1
 : -14 | -27 | -18 | -19 | 0.3 | -26 | -1 | -14
O=C(NC(=S)Nc1ccc(Br)cn1)c1cccs1
 : -85 | -139 | -184 | 8 | 4.8 | 12 | 3 | 3
Cc1ccc(-c2noc(CCC(=O)N3CCCc4ccccc43)n2)cc1
 : -10 | -11 | -6 | -14 | 0.5 | 18 | 0 | 13
O=C(Nc1cccc(F)c1)c1ccc2ncsc2c1
 : -65 | -68 | -91 | 10 | 3.0 | -26 | 1 | 37
CCOc1ccccc1OCC(=O)Nc1ccccc1C(=O)NC1CC1
 : -3 | -30 | -19 | -7 | -1.4 | 25 | -1 | 28
OCCN(CC(O)COc1ccccc1)CC(O)Cn1ccc2ccccc21 (centres undefined)
 : -3 | -4 | 13 | -4 | 0.9 | 2 | 4 | 25
CCC(C)NS(=O)(=O)c1cc2c3c(c1)CCC(=O)N3CCC2 (centres undefined)
 : -11 | 6 | 0 | -2 | -1.2 | -11 | -6 | 7
COCCCNC(=O)C[C@H]1C[C@H](C(=O)N2CCCCC2)[C@@]2(CCc3ccccc3)c3[nH]c4cc(-c5ccco5)ccc4c3CCN2C1=O
 : 47 | . | -8 | -1 | 2.3 | 17 | 9 | 37
Cc1[nH]c2ccccc2c1C(c1ccncc1)N1CCN(c2ccccc2F)CC1 (centres undefined)
 : -2 | -3 | 4 | -1 | -1.9 | 7 | -3 | 7
CCc1noc(C)c1C(=O)Nc1ccc(C)c(S(=O)(=O)N2CCCCCC2)c1
 : 11 | 12 | -7 | 34 | -0.1 | 23 | -1 | 34
COc1ccc(-c2csc3nc(C)nc(N4CCN(C(C)=O)CC4)c23)cc1OC
 : -6 | -13 | 17 | 19 | -0.6 | -2 | 0 | 16
O=C(CCN1C(=O)c2ccccc2C1=O)NC(=S)Nc1ccccc1
 : 12 | -4 | -34 | 10 | 0.7 | 4 | -2 | 9
CCc1nccn1CCC(=O)NC1CC(C)(C)Cc2c1cnn2-c1ccc(C)cc1 (centres undefined)
 : 25 | 12 | -12 | -5 | -2.0 | -4 | -4 | -12
O=c1c(-c2ccccc2)c(O)c2c(n1-c1ccccc1)CCCC2
 : 17 | 4 | -6 | -13 | 2.1 | -32 | -1 | -4
O=C(CN1CCN(S(=O)(=O)c2cccs2)CC1)N1CCCCC1
 : -21 | 9 | 13 | -4 | 0.4 | -11 | 3 | 4
CN(Cc1cccnc1)Cc1c(C(=O)N2CCc3ccccc3C2)nc2ccc(Cl)cn12
 : 10 | 8 | 14 | 30 | 0.7 | 25 | -2 | 29

Next entries:
Value order – Mdm2 MdmX PPI | Jurkat NFkB inh | 697 NFkB inh | TIM10 inh | UPR CHOP act | tim10-1 inh | UPR XBP1 act | tim23-1 inh
CCOC(=O)Cc1csc(NC(=O)CC(C)(C)C)n1
 : -5 | -30 | -15 | -16 | 0.2 | -12 | -2 | 7
CCOC(=O)CC1(C)OCC(C[N+]2(C)CCCCC2)O1 (centres undefined)
 : 12 | 18 | 4 | 12 | 1.3 | 2 | -1 | 6
COC(=O)CC1(c2ccc(OC)cc2)C(=O)c2ccccc2C1=O
 : 13 | 2 | -5 | 11 | 1.0 | 3 | -2 | 0
CN(c1ccccc1)S(=O)(=O)c1cccc(C(=O)Nc2ccc(N3CCOCC3)cc2)c1
 : 24 | 18 | 0 | 13 | -0.8 | 19 | -2 | 17
CC(NC(=O)C1CCC(CNS(=O)(=O)c2ccc3c(c2)C(C)(C)C(=O)N3C)CC1)c1ccccc1 (centres undefined)
 : 7 | 7 | 4 | 1 | -0.1 | 8 | -1 | 7
O=C(NCc1cccnc1)/C(=C/c1ccc(Cl)cc1)NC(=O)c1ccccc1
 : -7 | 13 | 3 | 1 | -0.8 | -12 | -3 | -1
C[C@]12c3[nH]c4cc(-c5ccco5)ccc4c3CCN1C(=O)[C@@H](CC(=O)NCc1cccc(C(F)(F)F)c1)C[C@@H]2C(=O)N1CCOCC1
 : 37 | . | 1 | -9 | 5.5 | 11 | 2 | 28
CCn1c2ccccc2c2cc(NC(=O)COC(=O)c3cc(S(=O)(=O)N4CCCCC4)ccc3Cl)ccc21
 : 18 | -26 | -3 | 9 | 1.3 | 14 | -3 | 14
O=C(COC(=O)c1cccnc1)Nc1ccc(F)cc1
 : 4 | -6 | -11 | 16 | 0.5 | 8 | 3 | 8
COc1ccc(/C=C(\NC(=O)c2ccc(C)cc2)C(=O)NCCCN2CCOCC2)cc1OC
 : -1 | 0 | 12 | 10 | 3.6 | -2 | -5 | 3
COCCN1CCN(Cc2cn[nH]c2-c2cc3ccccc3o2)CC1
 : 5 | -5 | -2 | -15 | 3.1 | -1 | 3 | 1
COc1ccc(S(=O)(=O)N2CCOCC2)cc1NC(=O)CSc1ccccc1
 : 3 | 20 | 9 | 8 | 1.0 | 18 | 4 | 22
CC1CCCCC12NC(=O)N(CC(=O)Nc1cccc(S(=O)(=O)N3CCCCC3)c1)C2=O (centres undefined)
 : -6 | 1 | -13 | 2 | -0.9 | -3 | 1 | 3
S=C(Nc1cccc(Cl)c1)N1CCN(c2ccccn2)CC1
 : 29 | -1 | -16 | 13 | 2.8 | 23 | -5 | 9
O=C(Cc1csc(-c2ccccc2)n1)NCc1ccccc1F
 : -1 | -2 | -6 | -16 | 0.3 | 13 | -1 | 14
O=C(CSc1nccn1-c1cccc(Cl)c1)NC1CCCC1
 : 12 | -9 | 13 | 0 | -1.2 | 17 | -3 | 11
CC(C)(C)NS(=O)(=O)c1ccc(OCC(=O)NCc2ccco2)cc1
 : -1 | 8 | -5 | 2 | 0.9 | 4 | -2 | -6
CN1CCN(Cc2nc3c(c(=O)[nH]c(=O)n3C)n2Cc2c(F)cccc2Cl)CC1
 : 36 | 1 | 10 | -18 | -1.1 | 6 | 5 | 4
Cc1ccc(C(=O)NNC(=O)c2ccc(NS(=O)(=O)c3cccs3)cc2)o1
 : -2 | 8 | 13 | 10 | 2.0 | -12 | 0 | -2
CC(=O)Nc1cccc(OCCCNC(=O)c2cccc3ccccc23)c1
 : -18 | 1 | 7 | 8 | 2.2 | 12 | 3 | 7
O=C1/C(=C/c2ccccc2)SC(=S)N1CC(=O)N1CCCCC1c1cccnc1 (centres undefined)
 : 85* | 4 | 8 | 17 | -0.3 | 47* | -2 | 47
Cc1cc(C)cc(NC(=O)NC2CCN(CC(=O)Nc3cccc(Cl)c3C)CC2)c1
 : -2 | 23 | 1 | 1 | 1.7 | 13 | -1 | -1
COC(=O)c1ccc(CSc2nc(-c3ccco3)cc(C(F)(F)F)n2)o1
 : 14 | -4 | 17 | 3 | -3.1 | 16 | 0 | 4
Cc1cc(Br)ccc1OCC(=O)N1CCCCCC1
 : -7 | 0 | 5 | 23 | 0.9 | 11 | 1 | 13
COc1ccc(S(=O)(=O)Oc2ccc3c(c2)O/C(=C\c2cccnc2)C3=O)cc1
 : 0 | 18 | -19 | 35 | 1.9 | 26 | 6 | 36
CCOC(=O)c1ccc(NC(=O)CN2C(=O)CN(C(C)=O)C2=S)cc1
 : -5 | -12 | -11 | -15 | -0.7 | -13 | -1 | -4
c1ccc2c(c1)ncn2-c1ncnc2sc3c(c12)CCCC3
 : 18 | -2 | -28 | 6 | -0.1 | 15 | -2 | 25
CCOC(=O)N1CCN(C(=O)COC(=O)c2cccc(S(C)(=O)=O)c2)CC1
 : 19 | 12 | 17 | -6 | 0.4 | -8 | -3 | -11
Cc1ncc(CN2CCCC(C(=O)Nc3ccc(-c4cccc(F)c4)cc3)C2)s1 (centres undefined)
 : 23 | -1 | -10 | 26 | 3.8 | 32 | -2 | 28
COc1ccc(NC(=O)c2ccccc2NS(C)(=O)=O)cc1OC
 : -4 | -10 | 11 | 5 | -2.4 | 18 | 1 | 20

Continued.
Value order – Mdm2 MdmX PPI | Jurkat NFkB inh | 697 NFkB inh | TIM10 inh | UPR CHOP act | tim10-1 inh | UPR XBP1 act | tim23-1 inh
Fc1ccc(C2CCCN2Cc2nc(-c3cnccn3)no2)cc1 (centres undefined)
 : 6 | -15 | 1 | 0 | -3.5 | 21 | -2 | 18
CC(C)(C)[C@@H]1CCC(=O)N(CC[C@H](N=[N+]=[N-])c2ccccc2)CC1
 : -21 | -12 | -21 | 18 | -1.5 | 32 | -1 | 41
O=C(Nc1ccc(Cl)cc1)c1ccc2ncsc2c1
 : -54 | -58 | -72 | 9 | 1.4 | 3 | -4 | -3
COc1cccc(C(=O)Nc2ccc3c(c2)C(=O)N(CC2CCCO2)C3=O)c1 (centres undefined)
 : 0 | -24 | -33 | -1 | 3.1 | 16 | -3 | 16

Taken from above:
Result of COc1cccc(NC(=O)COC(=O)c2cc(=O)c3ccccc3o2)c1 in UPR XBP1 act: -4
Result of CCOC(=O)Cc1csc(NC(=O)CC(C)(C)C)n1 in Jurkat NFkB inh: -30

Arranged by value in Jurkat NFkB inh (smallest number first): three of the compounds above.
Structure	Mdm2 MdmX PPI	Jurkat NFkB inh	697 NFkB inh	TIM10 inh	tim10-1 inh	UPR XBP1 act
COc1cccc(C(=O)Nc2ccc3c(c2)C(=O)N(CC2CCCO2)C3=O)c1 (centres undefined)	0	-24	-33	-1	16	-3
Fc1ccc(C2CCCN2Cc2nc(-c3cnccn3)no2)cc1 (centres undefined)	6	-15	1	0	21	-2
CC(C)(C)[C@@H]1CCC(=O)N(CC[C@H](N=[N+]=[N-])c2ccccc2)CC1	-21	-12	-21	18	32	-1
